Screening results as filed in PubChem BioAssay.
KCNK3 block – human KCNK3 channel inhibition, primary screen | O14649 | CHO-KCNK3 thallium flux, FluxOR fluorescence; stronger effect = lower value | B-score at 10 µM | 0.84% of 340,000 active | AID 602410;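 active = B-score under library mean minus 4 SD, starting fluorescence ratio at most library mean plus 5 SD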;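 note: more negative B-score means stronger inhibition of thallium flux through KCNK3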
Target sequence (O14649 whole entry, looked up): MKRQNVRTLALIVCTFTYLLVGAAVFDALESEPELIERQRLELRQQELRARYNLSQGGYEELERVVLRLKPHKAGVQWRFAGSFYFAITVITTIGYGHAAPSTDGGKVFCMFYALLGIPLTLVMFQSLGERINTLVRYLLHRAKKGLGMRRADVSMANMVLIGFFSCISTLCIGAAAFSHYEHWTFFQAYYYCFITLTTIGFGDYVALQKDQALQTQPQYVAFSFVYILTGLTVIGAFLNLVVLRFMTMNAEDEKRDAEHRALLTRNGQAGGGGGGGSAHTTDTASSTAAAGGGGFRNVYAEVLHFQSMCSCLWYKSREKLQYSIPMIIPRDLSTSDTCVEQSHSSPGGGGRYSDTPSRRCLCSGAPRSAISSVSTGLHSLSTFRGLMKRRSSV
HDAC3 inh – inhibitors of human histone deacetylase 3 | O15379 | recombinant HDAC3, fluorogenic peptide/trypsin coupled, fluorescence | inhibition, % at 8.3 µM | 0.15% of 320,000 active | AID 2718; in the data active = inhibition above about 26%, passing the limit was not always enough; inconclusive = no clear call, values can overlap the other calls
KCNK9 block – human KCNK9 channel inhibition | 1.2% of 310,000 active | AID 488922 | HEK293 KCNK9, FluxOR thallium flux fluorescence; stronger effect = lower value | Q9NPC2 | B-score at 10 µM;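 active = ratio B-score over 3 SD below the library mean, with starting fluorescence within 5 SD of its mean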;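 note: negative B-score means less thallium flux so channel inhibition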
Target sequence (Q9NPC2 whole entry, looked up): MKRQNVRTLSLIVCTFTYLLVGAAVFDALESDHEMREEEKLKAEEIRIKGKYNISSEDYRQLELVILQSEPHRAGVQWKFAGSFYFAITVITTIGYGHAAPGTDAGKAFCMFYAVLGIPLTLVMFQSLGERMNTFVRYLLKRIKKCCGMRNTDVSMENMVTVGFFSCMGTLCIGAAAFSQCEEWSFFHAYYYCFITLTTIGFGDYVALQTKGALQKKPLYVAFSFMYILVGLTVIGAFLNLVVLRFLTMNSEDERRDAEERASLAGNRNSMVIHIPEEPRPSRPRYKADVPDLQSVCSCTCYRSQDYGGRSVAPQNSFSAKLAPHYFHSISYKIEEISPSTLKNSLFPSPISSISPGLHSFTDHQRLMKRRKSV
RGS4 act – potentiators or activators of RGS4; HEK293 M3R/inducible RGS4, carbachol calcium flux Fluo4; stronger effect = lower value; B-score at 10 µM; 0.92% of 310,000 active; AID 463111;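 active = B-score of the integrated calcium signal more than 4 SD below the library mean, with starting fluorescence not abnormally high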;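 note: negative B-score means reduced calcium response which marks RGS4 activation or potentiation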
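Assay system: HEK293 FlpIn-TREx cells, stable M3R, doxycycline-inducible RGS4 / Probe or stimulus: carbachol, ECmax concentration / Times: overnight RGS4 induction, 30 min dye load 37 °C, 20 min compound RT / Signal: kinetic calcium fluorescence imaging with Fluo4-AM dye, 2 µM / Measure: Agonist-evoked peak-minus-minimum fluorescence over baseline, integrated ratio, B score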
KCNQ1 block – blocks the human KCNQ1 potassium channel. P51787. B-score at 10 µM. 1.3% of 310,000 active. CHO-K1 KCNQ1, FluxOR thallium flux fluorescence; stronger effect = higher value;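 active = compounds whose thallium flux B-score, printed positive for inhibition, exceeds three library SD while starting fluorescence stays within three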;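 note: channel opened by potassium depolarization with thallium stimulus after 20 min compound exposure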
KCNQ1 act – potentiates or activates the human KCNQ1 potassium channel. AID 2648. 0.35% of 310,000 active. CHO-K1 KCNQ1, thallium flux FluxOR fluorescence; stronger effect = higher value. B-score at 10 µM. P51787;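 active = fluorescence ratio B-score, a plate-corrected score, at least three library SD, with initial intensity B-score within 5 SD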
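System: CHO-K1 cells stably expressing KCNQ1 / Medium: assay buffer for compound exposure, DMSO matched across wells / Reagent: thallium- and potassium-containing depolarizing buffer / Compound: one concentration, matched DMSO / Incubation: 20 min compound pretreatment at room temperature / Measured by: kinetic FluxOR fluorescence, 10 s baseline plus 110 s post-stimulus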
SKKanGAS inh – SKKanGAS growth inhibition. inhibition, % at 7.5 µM. AID 1662. 1.3% of 300,000 active. S. pyogenes SKKanGAS, kanamycin growth, BacTiter-Glo, 6 h;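 active = mean replicate score, as percent of positive control median, at least 50; inconclusive = mean below 50 but one replicate at or above 50; inactive = mean and every replicate below 50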;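 note: strain carries kanamycin resistance gene driven by streptokinase promoter and grows in 40 µg/ml kanamycin; loss of luminescence reflects streptokinase promoter inhibition or plain growth inhibition; 0% = median of DMSO wells and 100% = positive control at its reference dose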
ANO1 activ – mouse TMEM16A channel activation, primary screen | AID 623877 | HEK293 TMEM16A/YFP-H148Q/I152L, iodide quench fluorescence; stronger effect = lower value | 0.3% of 340,000 active | Q8BHY3 | B-score at 10 µM;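 active = fluorescence-ratio B-score plate-corrected deviation score at least 3 library SD below zero, with starting fluorescence score within 5 deviations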;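 note: channel opened by trigger with iodide after compound preincubation; score built on the fluorescence ratio of max minus min over baseline; more negative score means more quench and so TMEM16A activation or potentiation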
hERG rescue – compounds protecting human hERG from proarrhythmic drug block; CHO-hERG, FluxOR thallium flux, dofetilide IC70 present; activation (rescue from dofetilide block), less the hit threshold, % at 10 µM; 0.51% of 310,000 active;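 active = activation above the mean of controls blocked by dofetilide plus 5 SD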;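 note: thallium influx through hERG after potassium depolarization seen as dye fluorescence rise; in these data hits start at about 4.7%; inactives centre near -7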
RGS4 inh – inhibitors of human RGS4; B-score at 10 µM; HEK293 M3R/RGS4 inducible, Fluo-4 calcium flux; stronger effect = higher value; triggered by carbachol at its EC20; P49798; 0.45% of 310,000 active;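 active = B-score, a plate-corrected calcium signal, over three deviations above library mean, with baseline fluorescence within five deviations of library mean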;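 note: RGS4 expression induced by doxycycline in cells with stable M3 receptor; B-score is computed from the integrated fluorescence ratio over baseline after carbachol; higher B-score means a larger calcium signal and so more RGS4 inhibition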
Target sequence (P49798 whole entry, looked up): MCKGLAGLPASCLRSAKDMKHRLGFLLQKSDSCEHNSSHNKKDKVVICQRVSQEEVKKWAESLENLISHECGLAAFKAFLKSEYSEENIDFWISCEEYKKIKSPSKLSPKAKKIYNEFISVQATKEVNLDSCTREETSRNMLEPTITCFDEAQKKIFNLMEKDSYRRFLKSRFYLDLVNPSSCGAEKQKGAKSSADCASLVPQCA
ANO1 block – inhibitors of mouse TMEM16A calcium-activated chloride channel | 1.2% of 310,000 active | HEK293 TMEM16A/YFP iodide influx fluorescence, ionomycin | Q8BHY3 | normalized B-score (activity score, 25-100; higher = stronger inhibition) at 10 µM | AID 588511;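 active = ratio plate-corrected score three or more library SD toward inhibition, starting fluorescence score within five deviations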;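 note: score derived from kinetic fluorescence span divided by baseline fluorescence per well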
* hit, by the source's call; i = inactive; ? = inconclusive; / = no result given.

SMILES	KCNK3 block	HDAC3 inh	KCNK9 block	RGS4 act	KCNQ1 block	KCNQ1 act	SKKanGAS inh	ANO1 activ	hERG rescue	RGS4 inh	ANO1 block
COC(=O)c1nn(-c2ccccc2)c(Cl)c1/C=N/OC(=O)c1ccc(Cl)c(Cl)c1	i	0.2	i	i	i	i	2.6	i	-5.6	i	i
COc1ccc(C(OC(=O)c2ccco2)C(=O)NCC2CCCO2)cc1 (stereo not given)	i	1.5	i	i	i	i	-24.3	i	-12.7	i	i
CCCCC(=O)NS(=O)(=O)c1ccc(NS(C)(=O)=O)cc1	i	4.9	i	i	i	i	-0.2	i	-7.1	i	i
O=C(C(c1ccccc1)c1ccccc1)N1CCN(CC(O)COc2ccccc2)CC1 (stereo not given)	i	/	i	i	i	i	-6.2	i	-25.3	i	i
CC(NC(=O)CCCCCNC(=O)N1CCn2c1nc1ccccc12)c1ccccc1 (stereo not given)	i	8.7	i	i	i	i	6.4	i	-11.2	i	i
S=C(/N=c1/sccn1Cc1ccccc1)NC1CC1	i	6.1	i	i	i	i	-8.2	i	-14.0	i	i
Cc1ccc(NC(=O)CN(c2ccc(C)cc2)S(=O)(=O)c2cccc3nonc23)cc1	i	8.4	i	i	i	i	2.7	i	-8.9	i	i
CCn1c(-c2cccs2)nc2ccccc21	i	-14.6	i	i	i	i	-2.3	i	-3.6	i	i
COc1ccccc1-n1c(SCC(=O)NC2CCCCC2)nc2c(c1=O)SCC2	i	10.1	i	i	i	i	-1.1	i	-5.7	i	i
O=C(Nc1cccc(NC(=O)c2cc([N+](=O)[O-])ccc2Cl)n1)c1cc([N+](=O)[O-])ccc1Cl	-9.92*	12.5	-8.18*	i	i	i	1.1	i	-12.4	i	i
Cc1cc2c(c(=O)n1CCN(C)C)C(c1ccncc1)C(C#N)=C(N)O2 (stereo not given)	i	-1.2	i	i	i	i	9.3	i	-4.6	i	i
COc1ccc(C(=O)COC(=O)Cc2n[nH]c(=O)c3ccccc23)c(OC)c1	i	3.7	i	i	i	i	-6.3	i	-7.1	i	i
Cc1ccc(S(=O)(=O)N(C)Cc2ccccc2)cc1C(=O)N1CCCCC1	i	-5.4	i	i	i	i	-14.3	i	-2.6	i	i
CC1(C)Cc2nc(Cl)c(C(=O)O)cc2CO1	i	-3.5	i	i	i	i	-3.7	i	-6.1	i	i
Cc1cccc(C(=O)OCC(=O)NC(=O)c2ccccc2)c1O	i	1.3	i	i	i	i	2.6	i	-3.3	i	i
CC1(C)CC(=O)C2=C(C1)OC(=O)CC2c1cccs1 (stereo not given)	i	-0.5	i	i	i	i	-8.6	i	-6.7	i	i
O=C(Nc1nc2ccccc2s1)C1c2ccccc2Oc2ccccc21	i	8.5	i	i	i	i	22.8	i	-3.0	i	i
O=C1CN2C(=Nc3ccc(Cl)cc3C2c2ccccc2)CN1 (stereo not given)	i	0.1	i	i	i	i	3.3	i	-0.1	i	i
CCOC(=O)c1cnc2nc(NCc3ccc(OCc4ccccc4)cc3)[nH]n2c1=O	i	2.9	i	i	i	i	2.9	i	-6.9	i	i
COCCNC(=O)C(NC(=O)C1CCCCC1)C12CC3CC(CC(C3)C1)C2 (stereo not given)	i	-3.2	i	i	i	i	-1.7	i	-4.8	i	i
CC1=NN2C(=N)/C(=C\c3cc(C)n(-c4ccccc4)c3C)C(=O)N=C2S1	i	-0.1	i	i	i	i	10.1	i	-12.2	i	i
Cc1cccc(CNC(=O)CCc2nnc(C3CCCCC3)o2)c1	i	7.6	i	i	i	i	14.1	i	-4.5	i	i
Cc1ccccc1N1C(=O)C(Oc2ccc(Cl)cc2)C1CNC(C)(C)C (stereo not given)	i	5.2	i	i	i	i	5.8	i	-8.0	i	i
CC(C)Cn1c(=O)c(C(=O)NCc2ccccn2)c(O)c2ccccc21	i	-1.3	i	i	i	i	35.9	i	-15.3	i	i
C=CCNc1nc(NC(C)(C)CO)nc(OC)n1	i	-2.9	i	i	i	i	3.3	i	1.9	i	i
Cc1cc(Cl)ccc1Oc1ncnc2onc(C)c12	i	-1.4	i	i	i	i	-7.5	i	-10.3	i	i
O=C(CCN1C(=O)/C(=C/c2ccc(F)cc2)SC1=S)NCCc1cnc[nH]1	i	7.7	i	i	i	i	8.7	i	-15.6	i	i
O=C(CSc1nnc(NC(=O)C2CC(=O)N(c3ccc(F)cc3)C2)s1)NCC1CCCO1 (stereo not given)	i	-4.3	i	i	i	i	5.3	i	-9.0	i	i
O=c1c2ccccc2nnn1CSc1nc2ccccc2[nH]1	i	0.3	i	i	i	i	-2.1	-7.55*	-7.8	i	i
COc1cccc(NS(=O)(=O)c2ccc(Br)s2)c1	i	3.3	i	i	i	i	6.6	i	-11.9	i	i
O=C(NC1CC1)C(Cl)c1ccccc1 (stereo not given)	i	-0.1	i	i	i	i	-2.5	i	-3.6	i	i
COc1ccccc1-c1nnc(SCC(=O)Nc2nc(-c3ccccc3)cs2)n1C	i	6.6	i	i	i	i	10.7	i	6.1*	i	100*
CCOC(=O)CN1C(=O)N[C@@H](CCc2ccccc2)[C@@H](C(=O)OC)[C@H]1C	i	-0.3	i	i	i	i	0.3	i	-9.7	i	i
Cc1cc(C(=O)NNC(=S)Nc2cccc(C(F)(F)F)c2)nn1C	i	-6.9	i	i	i	i	-8.2	i	-5.0	i	i
O=C(O)CSC1c2ccccc2C(=O)N1c1ccccc1 (stereo not given)	i	2.1	i	i	i	i	-7.6	i	-14.2	i	i
O=C(CCC(=O)OC(C(=O)c1ccccc1)c1ccccc1)Nc1ccccc1 (stereo not given)	i	-1.5	i	i	i	i	-2.3	i	-3.3	i	i

Single values from above.
Under hERG rescue, `Cc1cc(C(=O)NNC(=S)Nc2cccc(C(F)(F)F)c2)nn1C` has the entry -5.0
Under HDAC3 inh, `O=C(O)CSC1c2ccccc2C(=O)N1c1ccccc1` (stereo not given) has the entry 2.1

The list goes on:
SMILES	KCNK3 block	HDAC3 inh	KCNK9 block	RGS4 act	KCNQ1 block	KCNQ1 act	SKKanGAS inh	ANO1 activ	hERG rescue	RGS4 inh	ANO1 block
COc1ccccc1C(=O)N1CCN(C(=O)c2ccncc2)CC1	i	1.5	i	i	i	i	-1.8	i	-5.4	i	i
O=C1CCC(C(=O)OCC(=O)c2ccccc2)N1 (stereo not given)	i	2.4	i	i	i	i	-20.4	i	-19.0	i	i
Cc1ccccc1NC(=O)C(=Cc1ccc(C(=O)O)cc1)C(=O)Nc1ccccc1C	i	/	i	i	i	i	3.9	i	-24.2	10.1*	/
CC(C)NC(=O)COc1ccc(/C=N/NS(=O)(=O)c2ccccc2)cc1	i	-0.2	i	i	i	i	2.0	i	-5.1	i	i
CC1(C)CC(=O)C(C=Nc2ccncc2)=C(O)C1	i	?	i	i	i	i	-1.0	i	-12.8	i	i
Cc1ccc(NC(=O)CCN2C(=O)C3CCCCC3C2=O)c(O)c1 (stereo not given)	i	0.4	i	i	i	i	17.2	i	-17.8	i	i
O=C(c1ccc(-c2ccccc2)cc1)N1CCCC1	i	-9.9	i	i	i	i	-2.8	i	1.7	i	i
Cc1c(C)c2ccc(OCC(=O)N3CCN(c4ccccc4)CC3)cc2oc1=O	i	?	i	i	i	i	4.9	i	-8.8	i	i
CCOC(=O)c1[nH]c2ccc(OC)cc2c1NC(=S)N1CCN(c2cccc(Cl)c2)CC1	i	-11.2	i	i	i	i	15.0	i	-7.2	i	i
COc1ccc(OC)c(CN2CCN(C(=O)c3cccc(S(=O)(=O)Nc4ccccc4OC)c3)CC2)c1	i	-3.7	i	i	i	i	-1.6	i	-12.3	i	i
CCOC(=O)N1CCN(C(=O)C(CC(C)C)NS(=O)(=O)c2ccc3c(c2)oc(=O)n3C)CC1 (stereo not given)	i	1.2	i	i	i	i	10.6	i	1.1	i	i
O=C(NCCCn1ccnc1)C(=O)NCc1ccc(Cl)cc1	i	-2.4	i	i	i	i	9.3	i	-9.1	i	i
O=C(CNS(=O)(=O)c1cccc(C(F)(F)F)c1)Nc1ccccc1F	i	-1.5	i	i	i	i	-3.3	i	-5.1	i	i
CCC(C)c1ccc(C(C)NC(=S)NCc2ccc(F)cc2)cc1 (stereo not given)	i	-1.1	i	i	i	i	37.6	i	-6.3	i	i
O=C(Nc1ccc(Br)cc1F)c1ccc2c(c1)N(Cc1ccccc1)C(=O)CS2=O (stereo not given)	-12.8*	10.1	i	i	i	i	2.4	i	-6.0	i	i
CCC(CC)NC(=O)c1ccc2c(c1)OCCO2	i	0.9	i	i	i	i	-0.6	i	-2.6	i	i
O=C(CN1C(=O)c2cccc3cccc1c23)NCc1cccnc1	i	-0.6	i	i	i	i	-5.1	i	-3.3	i	i
Cn1c(N2C(=O)CC(Cc3ccccc3)C2=O)nc2ccccc21 (stereo not given)	i	-9.8	i	i	i	i	-7.3	i	-13.0	i	i
O=C(Nc1ccc(Br)cc1)c1cccc(N2C(=O)C3C4CCC(C4)C3C2=O)c1 (stereo not given)	i	1.7	i	i	i	i	-0.9	i	-1.4	i	i
CCNC(=O)C1CC(=O)OC12CCCCC2 (stereo not given)	i	5.5	i	i	i	i	-5.7	i	-15.1	i	i
CN1CCN(S(=O)(=O)c2cccc(C(=O)N(Cc3ccccc3)c3ccccc3)c2)CC1	i	-11.1	i	i	i	i	-8.0	i	-3.4	i	i
COc1ccccc1NC(=O)C1=C(C)Nc2nc(-c3cccs3)nn2C1c1cccc(O)c1 (stereo not given)	i	6.1	i	i	i	i	18.4	i	-25.8	i	i
Cc1nc2ccccc2c(=O)n1/N=C/c1ccccc1OC(F)F	i	2.9	i	i	i	i	-6.9	i	-8.1	i	i
C=C(C)C(=O)N1CC2(CC(c3cccc(NC(=O)CC(c4ccccc4)c4ccccc4)c3)=NO2)C[C@H]1C(N)=O (stereo not given in full)	i	0.1	i	i	i	i	2.2	i	-12.1	i	i
CCOc1ccc(C2C=C(c3ccc(C)cc3)Nc3ncnn32)cc1 (stereo not given)	/	-10.3	i	i	i	i	18.3	/	-15.0	i	i
O=C(CSc1n[nH]c(=O)n1Cc1ccco1)Nc1ccccc1	i	4.7	i	i	i	i	-0.3	i	-8.6	i	i
